# Statin myotox sup: suppressors of statin myotoxicity in C2C12 myotubes, primary screen, cell-based, single point, plate reader. C2C12 myotubes + simvastatin, ATP luminescence, 48 h; scaled: DMSO 0, geranylgeraniol control 100. rescue of ATP level, % at 7.49 µM. 330,000 tested, 0.78% active. AID 602340, 2012;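 active = mean ATP rescue above about 67%, or every replicate alone reaching that limit, limit read from the data, passing the limit was not always enough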;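 note: myotubes were challenged with 10 µM simvastatin during compound exposure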
# miR-122 sensor: miR-122 Renilla sensor signal increase in Huh7, primary screen, miR-122 inhibitor project, cell-based, single point, plate reader; activation (reporter increase), % at 12.5 µM; AID 602342, 2012; 340,000 tested, 0.3% active; Huh7 miR-122 Renilla luciferase sensor, 48 h; neutral wells = 0, positive control = 100;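 active = mean replicate activation score at least 90 and every replicate individually at or above 90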;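 note: higher luciferase means less miR-122 activity so hits act as miR-122 inhibitors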
# PglD DTNB: C. jejuni PglD acetyltransferase inhibitors, primary screen, biochemical, DTNB colorimetric, single point; purified PglD enzyme, DTNB colorimetric CoA detection; 360,000 tested, 0.098% active; inhibition, % at 12.5 µM; in the data active = inhibition above about 16%, passing the limit was not always enough; note: strong numbers were not always called active
# PGC1a acetyl inh: inhibitors of PGC1a acetylation signal, primary screen, cell-based, U2OS, AlphaScreen, inhibitor mode | AlphaScreen anti-acetyl-lysine; with virally co-expressed GCN5 acetyltransferase | inhibition, % at 15.6 µM | 350,000 tested, 0.17% active;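 active = every replicate shows inhibition of at least 40%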;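 note: 0% = neutral control wells and 100% = positive control wells; some results beyond the cut were filed as inactive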
# GSIS activator: GLuc luminescence reporter in INS-1E cells, primary screen for activators of glucose-dependent secretion of insulin. AID 743287, 2014. activation, % at 16.6 µM. INS-1E GLuc reporter insulin secretion, 2-3 h. 370,000 tested, 0.61% active;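 active = lowest replicate activation of at least 40%, so every replicate reaches that level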;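 note: 0% = median of neutral control wells and 100% = median of IBMX positive control wells; some compounds called inactive have numbers as strong as hits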
# Cneo AK release: Cryptococcus neoformans cell lysis inducers, primary screen, AK release luminescence, single concentration; 360,000 tested, 0.2% active; C. neoformans lysis, adenylate kinase release luminescence, 4 h; normalised: neutral wells 0, clomiphene wells 100; lysis activity, % at 15 µM;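 active = mean lysis activity across replicates of at least 80%, whatever share of replicates individually reach that level; inactive = mean lysis activity below 80%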
#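 Schedule: static 4 h at 37 °C with compound, 1 h detection; system: C. neoformans cells; benchmarks: Clomiphene as positive control; buffer or medium: fresh YPD medium; measure: luminescence rise reflecting yeast cell lysis; measured by: luminescent adenylate kinase detection reagent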
# FN deposition inh: inhibitors of fibronectin matrix deposition, primary screen, AH1F cells, Alexa488-fibronectin fluorescence, plate reader; 350,000 tested, 0.086% active; inhibition, % at 12.6 µM; AID 743247, 2014; AH1F fibroblasts, overnight;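 active = mean inhibition across replicates of 30% or more, regardless of how many single replicates reach that level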;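 note: positive control wells lacked labelled fibronectin entirely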
#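 Measured by – fluorescence 485/525 nm · System – AH1F fibroblast monolayer, labelled fibronectin deposition · Amount – 10000 cells per well · Buffer or medium – serum-reduced DMEM (2% serum) · Doses – single dose, pinned · Also added – fluorescent fibronectin at 24 nM final · Schedule – 1 h cell attachment, overnight exposure to compound and label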
# CFTR F508del cor: F508del CFTR correction, initial screen, CFBE line, single point; CFBE cells, YFP halide quenching; stimulated with forskolin plus potentiator P3; % fluorescence drop versus neutral controls; activity (quench increase), % at 7.58 µM; 350,000 tested, 0.36% active;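 active = mean added fluorescence quench of at least 8% versus neutral control, with both replicates also reaching 8%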;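 note: cells transiently co-express mutant CFTR-F508del with the halide-sensitive YFP; corrector assay measuring rescue of mutant channel to the surface after 24 h compound exposure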
# An asterisk follows results filed as active; · = no result given; & = joins results of further samples; [ ] = remark or other dose.
# The opening 2 compounds, to show the layout:
SMILES,Statin myotox sup,miR-122 sensor,PglD DTNB,PGC1a acetyl inh,GSIS activator,Cneo AK release,FN deposition inh,CFTR F508del cor
C[C@@H]1CN([C@H](C)CO)C(=O)c2cc(NC(=O)Nc3ccc(C(F)(F)F)cc3)ccc2O[C@@H]1CN(C)S(=O)(=O)c1ccc(Cl)cc1,-38,55[16.7 µM],1,0,3,2,-6,-1.4
Cc1cc(C)cc(OCCNC(=O)C(C)N2C(=O)c3ccccc3C2=O)c1 (stereo not drawn),3,3,-6,-11,0,7,-11,1.7

# Main list, repeating the preview:
SMILES,Statin myotox sup,miR-122 sensor,PglD DTNB,PGC1a acetyl inh,GSIS activator,Cneo AK release,FN deposition inh,CFTR F508del cor
C[C@@H]1CN([C@H](C)CO)C(=O)c2cc(NC(=O)Nc3ccc(C(F)(F)F)cc3)ccc2O[C@@H]1CN(C)S(=O)(=O)c1ccc(Cl)cc1,-38,55[16.7 µM],1,0,3,2,-6,-1.4
Cc1cc(C)cc(OCCNC(=O)C(C)N2C(=O)c3ccccc3C2=O)c1 (stereo not drawn),3,3,-6,-11,0,7,-11,1.7
CC(=O)c1cccc(-c2ccnc3c2CC(C(=O)NCc2ccccc2)O3)c1 (stereo not drawn),-45,21,1,·,-27,-1,-2,4.1
CC(=O)N1CCCc2cc(S(=O)(=O)N(CC(C)C)CC(C)C)ccc21,·,10,1,-20,-29,0,-1,·
Cc1ccc(C(=O)N/C(=C\c2cccs2)C(=O)NCCCn2ccnc2)cc1C,·,0,4,0,·,12,·,·
CCc1noc(C)c1C(=O)Nc1cccc2ncccc12,·,-5,-5,2,21,0,6,-0.3
Cc1cccc(OCCCC(=O)Nc2ccccc2C(F)(F)F)c1,97*,2,-3,5,3,0,-5,·
C[C@@H]1CN(Cc2nc(-c3cccs3)no2)C[C@H](C)O1,·,·,·,5,40,·,12,-0.9
COc1cccc(-c2ccc([C@@H]3[C@@H](CO)N4CCCCN(C(=O)c5ccc(F)cc5)C[C@@H]34)cc2)c1,21,25[16.7 µM],4,-8,9,5,·,0.4
O=C(CNC(=O)N1CC(=O)Nc2ccccc21)Nc1ccccc1,4,32,-4,-7,-5,6,20,0.0
O=S(=O)(Cc1noc(-c2ccc(Cl)cc2)n1)Cc1ccco1,·,1,3,3,·,0,2,-1.0
N#Cc1ccc(-c2ccc3c(c2)[C@@H]2[C@@H](CCN2S(=O)(=O)c2cccc(F)c2)[C@@H](CO)N3)cc1,-26,-3[16.7 µM],0,5,23,-8,35*,1.6
Cc1noc(C)c1S(=O)(=O)N1CCC(C(=O)N2CCN(c3ccccc3Cl)CC2)CC1,137*,-4,3,5,·,0,·,·
CN1/C(=C\C(=S)NC(=O)c2ccccc2Cl)C(C)(C)c2ccccc21,·,-9,-7,7,-27,3,-3,·
C[C@@H]1CN([C@H](C)CO)S(=O)(=O)c2ccc(Br)cc2O[C@H]1CN(C)C(=O)Nc1ccccc1,0&3,0,4&6,0&-26,-12&5,2&3,5&6,1.9&-2.0
COc1ccc(Cl)cc1NC(=O)COC(=O)C1CCCCC1,37,-4,-2,3,11,0,6,3.0
O=C(c1cccc(F)c1)N1C[C@@H]2[C@H](c3ccccc31)[C@@H](CO)N2C(=O)C1CCCC1,4,10[16.7 µM],3,2,-1,-4,0,3.8
CCOc1ccc(OC(=O)c2cccnc2)cc1,-2,6,4,7,·,-2,-5,·
CC(C)Cc1cc(CNC(=O)C2CCC(=O)N(Cc3cccc(C(F)(F)F)c3)C2)on1 (stereo not drawn),·,6,0,7,-13,0,-3,-3.6
COc1ccccc1C(=O)NCCSCc1ccccc1Cl,7,5,3,-17,-6,2,2,0.9
O=[N+]([O-])c1ccc2nnn(O)c2c1,·,5,-1,-9,5,3,-4,·
COc1ccc(CN(C(=O)c2cccc(OC)c2)C2CCS(=O)(=O)C2)cc1 (stereo not drawn),·,-9,-6,3,6,-1,-1,0.4
O=S(=O)(c1ccc(F)cc1)N1CCn2c(nc3ccccc32)C1,2,·,0,·,·,0,0,-2.5
COc1ccc(N2CCN(Cc3cc(OC)c(O)c([N+](=O)[O-])c3)CC2)cc1,·,-14,9,-3,29,2,-2,·
CC(NC(=O)Nc1ccccc1)C(c1cccs1)N1CCN(c2ccccc2)CC1 (stereo not drawn),8,-15,7,-20,-46,1,3,-1.6

# Following part.
SMILES,Statin myotox sup,miR-122 sensor,PglD DTNB,PGC1a acetyl inh,GSIS activator,Cneo AK release,FN deposition inh,CFTR F508del cor
COc1cccc(S(=O)(=O)Nc2ccc3c(c2)OCCO3)c1,0,44,2,·,0,2,-5,0.5
CSc1nc(-c2ccccc2)nn1C(=O)c1ccco1,16,-1,2,3,·,-1,4,·
CN(C)C(=O)C[C@@H]1C=C[C@H](NC(=O)Nc2cccc(F)c2)[C@@H](CO)O1,14,·,7,·,28,38,-26,-2.4
O=C(NCCSCc1ccco1)c1ccc(CN2CCOCC2)cc1,14,-1,1,12,7,-1,·,·
Cc1cc(C)cc(NC(=S)/C(=C(\[O-])c2ccc(Cl)cc2Cl)[n+]2ccccc2)c1,6,33,2,-5,6,-1,7,3.1
O=C(COC(=O)c1cc([N+](=O)[O-])ccc1N1CCOCC1)c1ccc(F)cc1,-2,4,-6,1,16,-1,-10,-2.7
CC(C)NC(=O)c1cc2ccccc2o1,1,1,3,6,·,-6,-1,·
Cc1cc(Nc2cccc(C)c2C)n2nc(C)nc2n1,7,0,2,·,5,-2,-3,-1.1
C[C@@H]1CN([C@@H](C)CO)C(=O)c2cc(NC(=O)Nc3ccccc3)ccc2O[C@@H](C)CCCCO[C@@H]1CN(C)CC1CCCCC1,·,13[16.7 µM],0,-9,1,-9,5,-3.7
O=c1c2ccccc2nc(SCc2nnc(-c3ccccc3Br)o2)n1Cc1ccco1,2,-3,-3,-2,·,-2,-4,·
CCCC(NCC(O)COc1ccc(-c2ccccc2)cc1)c1ccccc1 (stereo not drawn),·,-7,·,·,-36,·,-8,-1.9
CCOc1cc(C)nc(Oc2ccc(=O)[nH]n2)n1,18,-16,-5,-11,-12,-1,3,·
CCCC#Cc1ccc([C@H]2[C@@H](C#N)N(C(=O)C3CCCC3)[C@@H]2CO)cc1,4,·,0,-6,9,5,3,-0.4
O=C(C[C@@H]1CC[C@H]2[C@@H](COC[C@@H](O)CN2S(=O)(=O)c2ccc(F)cc2)O1)NCCN1CCCCC1,-5,-1[16.7 µM],-1,-2,-1,3,-12,0.0
COc1cc(/C=N/n2nnnc2N)ccc1OC(C)=O,-7,-6,-6,0,3,2,9,-0.9
CC(C)NC(=O)N1[C@H](CO)[C@@H]2c3ccccc3N(C(=O)C3CC3)C[C@@H]21,13,33[16.7 µM],0,-1,2,-4,·,0.0
O=C(NN=C(Cc1ccccc1)Cc1ccccc1)c1ccccc1O,·,0,1,9,0,1,-16,-2.1
Cc1ccc(C)c(C(C)NC(=O)CC#N)c1 (stereo not drawn),·,·,·,9,-7,·,-7,0.3
CN(C)S(=O)(=O)c1cccc(NC(=O)c2ccc(OC(F)(F)F)cc2)c1,-2,16,2,-10,-26,1,-5,-0.7
COC(=O)N/N=C/c1ccccc1,·,2,·,6,0,·,-6,-0.6
COc1ccc(S(=O)(=O)N[C@@H](CC(C)C)C(=O)O)cc1,1,4,-3,2,·,4,·,·
CC(C)NC(=O)N1[C@H](CO)[C@H]2c3ccccc3N(C(=O)Nc3cccc(Cl)c3)C[C@H]21,12,-11[16.7 µM],1,4,-9,-2,·,0.0
COc1cc(OC)cc(C(=O)NCC(C)NC(=O)c2cc(OC)cc(OC)c2)c1 (stereo not drawn),·,·,·,-7,11,·,-14,-0.6
CCCCn1nc(C(=O)Nc2cccc(C(=O)NC3CC3)c2)c2ccccc2c1=O,-33,-4,0,-1,2,-1,8,2.0
S=C(NCCCCc1ccccc1)NCc1ccccc1,·,4,-3,20,-34,37,·,0.0

# Seven consecutive entries out of the list so far, for reference:
SMILES,Statin myotox sup,miR-122 sensor,PglD DTNB,PGC1a acetyl inh,GSIS activator,Cneo AK release,FN deposition inh,CFTR F508del cor
COc1cccc(S(=O)(=O)Nc2ccc3c(c2)OCCO3)c1,0,44,2,·,0,2,-5,0.5
CSc1nc(-c2ccccc2)nn1C(=O)c1ccco1,16,-1,2,3,·,-1,4,·
CN(C)C(=O)C[C@@H]1C=C[C@H](NC(=O)Nc2cccc(F)c2)[C@@H](CO)O1,14,·,7,·,28,38,-26,-2.4
O=C(NCCSCc1ccco1)c1ccc(CN2CCOCC2)cc1,14,-1,1,12,7,-1,·,·
Cc1cc(C)cc(NC(=S)/C(=C(\[O-])c2ccc(Cl)cc2Cl)[n+]2ccccc2)c1,6,33,2,-5,6,-1,7,3.1
O=C(COC(=O)c1cc([N+](=O)[O-])ccc1N1CCOCC1)c1ccc(F)cc1,-2,4,-6,1,16,-1,-10,-2.7
CC(C)NC(=O)c1cc2ccccc2o1,1,1,3,6,·,-6,-1,·

# (cont.)
SMILES,Statin myotox sup,miR-122 sensor,PglD DTNB,PGC1a acetyl inh,GSIS activator,Cneo AK release,FN deposition inh,CFTR F508del cor
O=C(NCCCn1ccnc1)Nc1ccc(Cl)cc1Cl,-13,4,2,6,·,1,·,·
Cc1nc2scc(C)n2c(=O)c1S(=O)(=O)N1CCN(c2ccc([N+](=O)[O-])cc2)CC1,0,1,4,-4,11,1,-11,-0.5
Cc1cccc(C(=O)NCCc2csc(C)n2)c1,-7,2,4,10,·,0,-3,0.0
CSCCC(NS(=O)(=O)c1ccc2c(c1)oc(=O)n2C)C(=O)NC1CCN(Cc2ccccc2)CC1 (stereo not drawn),-1,-7,-5,-1,2,0,·,-1.6
CCCCCCN1C[C@@H](O)[C@H](n2cc(COC(=O)c3ccccc3)nn2)C[C@@H]1c1ccc(C)cc1,6,-4,-5,0,31,0,-15,-1.7
O=C(C[C@H]1C[C@H]2c3cc(NC(=O)CC4CC4)ccc3O[C@H]2[C@H](CO)O1)NCC(F)(F)F,2,5[16.7 µM],-3,-6,-8,1,10,3.8
CC[C@@H](C)C(NC(=O)OC(C)(C)C)c1cn([C@@H](Cc2ccc(O)cc2)C(=O)N2CCN(C(=O)OC(C)(C)C)CC2)nn1 (stereo partly drawn),·,0,0,-31,-15,-1,-3,-1.5
Cc1nc2nc(SCC(=O)NCc3ccco3)nn2c(C)c1Cc1ccccc1,-15,-10,0,10,·,1,7,·
CC(C)NC(=O)c1nc2c(nnn2Cc2cccc(Cl)c2)c(=O)[nH]1,-5,-3,5,0,-25,0,9,0.3
CC(=O)Nc1cccc(-c2nc3ccccc3c(=O)o2)c1,-4,-2,-5,9,·,3,-3,·

# Individual results from above:
# `Cc1nc2scc(C)n2c(=O)c1S(=O)(=O)N1CCN(c2ccc([N+](=O)[O-])cc2)CC1` @ PGC1a acetyl inh: -4
# `Cc1nc2nc(SCC(=O)NCc3ccco3)nn2c(C)c1Cc1ccccc1` @ FN deposition inh: 7

# Bioassay records as filed in PubChem.
